# From PubChem
# Giardia killer: kills Giardia lamblia; Giardia lamblia trophozoite viability; activity change, % at 7.66 µM, hits read low; 0.15% of 340,000 active; in the data active = activity change below about -80%; inconclusive = between about -30% and that limit;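 note: parasites exposed to compound for two days anaerobically before the ATP read; % is set by controls: 0 for no effect and ±100 for the full control effect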
#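 Killing of trophozoites was scored by loss of ATP luminescence after a 48 hrs anaerobic exposure to compounds at 37 deg C, using 100 cells per well.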
# FLuc modulator: counter-screen for miR-21 project: firefly luciferase inhibitors or activators; P08659; purified FLuc, Km substrates, luminescence inhibition; Potency, µM (doses to about 57.5 µM), inactives show at the highest dose activity change, negative = inhibition, hits mostly inhibitors; 6.9% of 360,000 active; AID 588342;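 note: potency is the fitted concentration of half-maximal effect; plate controls were vehicle for no effect and reference inhibitor for full effect; nearly all actives have a fitted effect of over 55% in size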
#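 Purified P. pyralis luciferase (10nM final) with 10uM D-luciferin and 10uM ATP (Km levels) in 50mM Tris acetate pH 7.5, 10mM Mg acetate, 0.01% Tween-20, 0.05% BSA; qHTS 6-point titration, ~60 µM downward; luminescence read.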
# PKM2 activator: activators of human pyruvate kinase M2. purified PKM2, Kinase-Glo ATP luminescence, activation; response scale: 0% is enzyme alone, no compound. Potency, µM (titrated, usually from 57.5 µM), without a hit: at the highest dose activation, hits mostly activators. AID 1631. 0.34% of 260,000 active. P14618; note: potency is the fitted concentration of half-maximal effect; % is set by controls: 0 for no effect and ±100 for the full control effect; nearly all actives have a fitted effect of over 55% in size
# Target sequence (P14618 whole entry, looked up): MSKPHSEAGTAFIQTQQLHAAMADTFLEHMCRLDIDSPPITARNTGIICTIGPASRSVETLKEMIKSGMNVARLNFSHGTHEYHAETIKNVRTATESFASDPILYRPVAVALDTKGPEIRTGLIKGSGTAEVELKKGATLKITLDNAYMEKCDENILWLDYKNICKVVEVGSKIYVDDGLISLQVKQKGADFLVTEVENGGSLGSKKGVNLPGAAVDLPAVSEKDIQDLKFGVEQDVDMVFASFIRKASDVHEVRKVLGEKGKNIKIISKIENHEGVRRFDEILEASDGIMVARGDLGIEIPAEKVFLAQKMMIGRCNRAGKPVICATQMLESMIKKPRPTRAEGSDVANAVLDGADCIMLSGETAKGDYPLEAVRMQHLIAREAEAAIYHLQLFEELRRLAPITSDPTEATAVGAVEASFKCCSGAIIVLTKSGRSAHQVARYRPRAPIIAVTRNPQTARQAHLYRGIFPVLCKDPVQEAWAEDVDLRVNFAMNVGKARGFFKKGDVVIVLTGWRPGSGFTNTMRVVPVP
#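 hPK-M2, >95% pure; 0.1 mM ADP / 0.5 mM PEP final; imidazole pH7.2 buffer w/ 7 mM MgCl2, 50 mM KCl; 1 h RT; Kinase-Glo lum. Intermediate enzyme activity for dual inhibitor/activator qHTS.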
# ELG1 genotoxic: inducers of genotoxicity in HEK293T ELG1-luciferase cells; 1.3% of 330,000 active; HEK293T ELG1-luciferase reporter, luminescence, 16 h; Potency, µM (titrated, usually from 46 µM), for the others: at the top dose activity change, positive = activation, actives largely listed as activators; AID 504466; note: potency is the fitted concentration of half-maximal effect; % of control where 0% means no effect; nearly all actives have a fitted effect of over 60% in size
#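 DMSO vehicle served as control against compound-treated ELG1-luciferase HEK293T cells; exposure lasted 16 hr at 37 °C and 5% CO2, followed by ONE-Glo luminescence detection after 30 min.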
# BRCA1 expr act: BRCA1 expression activation; MCF7-BRCA1-FFLuc reporter, luminescence, 48 h; response scale: scaled: vehicle 0%, 10 µM genistein 100%; Potency, µM (series often up to 46.1 µM), without a hit: at the highest dose activation, actives largely listed as activators; 1.1% of 380,000 active; AID 624202; note: potency is the fitted concentration of half-maximal effect; nearly all actives have a fitted effect of over 80% in size; some results filed as inactive show a strong effect at the top dose
#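 Luminescence from a BRCA1-driven firefly luciferase in MCF7 cells was the read-out, taken 15 min after substrate addition following 48 h compound exposure at 37 °C. Data were normalized to a 10 microM genistein control and DMSO vehicle.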
# Gal4-VP16 FLuc: inhibits Gal4-VP16 luciferase reporter, ROR gamma counter-screen; Drosophila S2 Gal4-VP16 UAS-luciferase, luminescence, 20 h; Potency, µM (top dose mostly 53.6 µM), for the others: top-dose activity, negative = inhibition, hits mostly inhibitors; 3.5% of 310,000 active;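 note: Gal4-VP16 expression switched on by copper sulfate through the metallothionein promoter; potency is the fitted concentration of half-maximal effect; % is set by controls: 0 for no effect and ±100 for the full control effect; nearly all actives have a fitted effect of over 50% in size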
# NPC1 promoter act: activators of NPC1 promoter. Huh7 NPC1 promoter luciferase reporter, 24 h. Potency, µM (highest dose often 9.22 µM), for the others: at the highest dose activation, actives largely listed as activators. 2.4% of 320,000 active. AID 485313;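 note: potency is the fitted concentration of half-maximal effect; % of control where 0% means no effect; nearly all actives have a fitted effect of over 60% in size; reporter is driven by a mutant NPC1 promoter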
#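 Huh7 reporter cells (NPC1 promoter driving luciferase) are dosed with compound for 24 h at 37 °C, 5% CO2; luciferase detection reagent is then added and luminescence measured after 10 min at ambient temperature.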
# RORgamma inh: inhibitors of mouse ROR gamma transcriptional activity; AID 2551; Potency, µM (series often up to 53.6 µM), for the others: at the highest dose activity change, negative = inhibition, actives largely listed as inhibitors; Drosophila S2 Gal4-RORgamma UAS-luciferase reporter, 20 h; 5.4% of 310,000 active; note: potency is the fitted concentration of half-maximal effect; % is set by controls: 0 for no effect and ±100 for the full control effect; nearly all actives have a fitted effect of over 60% in size
# Target sequence (P51450 whole entry, looked up, the tested form may be a part): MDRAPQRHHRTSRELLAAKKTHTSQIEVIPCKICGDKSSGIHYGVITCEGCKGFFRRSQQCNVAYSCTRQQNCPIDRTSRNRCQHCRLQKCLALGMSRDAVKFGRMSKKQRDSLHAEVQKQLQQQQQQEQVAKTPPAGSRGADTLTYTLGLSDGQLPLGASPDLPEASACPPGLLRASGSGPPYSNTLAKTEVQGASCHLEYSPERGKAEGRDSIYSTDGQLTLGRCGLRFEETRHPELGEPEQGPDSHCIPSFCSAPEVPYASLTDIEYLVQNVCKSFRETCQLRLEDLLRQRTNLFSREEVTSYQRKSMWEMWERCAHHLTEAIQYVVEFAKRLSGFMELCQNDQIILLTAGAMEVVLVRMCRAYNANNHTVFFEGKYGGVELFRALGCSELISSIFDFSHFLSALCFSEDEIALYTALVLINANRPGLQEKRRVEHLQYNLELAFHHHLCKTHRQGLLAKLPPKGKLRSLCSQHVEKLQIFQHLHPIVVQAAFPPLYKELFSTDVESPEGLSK
#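 In this cell-based reporter format, copper sulfate (700 uM final) drives Gal4–ROR gamma fusion expression from a metallothionein promoter in Drosophila Schneider cells; compounds preincubated 1 hr, reporter read after 20 hr at ambient temperature.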
# Rab9 prom act: Rab9 promoter activation; Huh7 Rab9 promoter-luciferase reporter, luminescence, 24 h; Potency, µM (highest dose often 9.22 µM), for the others: at the top dose activation, negative = inhibition, usual class: activators; 2.8% of 320,000 active; AID 485297; note: potency is the fitted concentration of half-maximal effect; % of control where 0% means no effect; nearly all actives have a fitted effect of over 60% in size
#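 Cell-based reporter: Huh7 stable for Rab9 promoter-driven luciferase, plated in reduced-serum medium with 10% FBS at 1500 cells/well, compound-treated 24 h at 37 °C, luminescence read after 10 min reagent.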
# p53 reactivator: re-activators of mutant p53. Potency, µM (series often up to 92.2 µM), for the others: at the top dose activity change, positive = activation, most hits filed as activators. 0.063% of 320,000 active. H1299 p53-A138V BP100-luciferase reporter, luminescence, 24 h; note: potency is the fitted concentration of half-maximal effect; % of control where 0% means no effect; nearly all actives have a fitted effect of over 45% in size
#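 p53-null H1299 cells stably carrying temperature-sensitive p53-A138V and a BP100-luciferase reporter were pinned with compounds (4-point, 1:5 series) and held 24 hrs at 37 deg C. Luminescence was read 10 min after detection reagent.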
# Menin-MLL TR inh: inhibitors of human menin-MLL interaction, mutant MLL peptide | Menin + Texas Red MLL mutant peptide, fluorescence polarization | Potency, µM (top dose mostly 61.6 µM), without a hit: top-dose FP activity change, negative = inhibition, actives largely listed as inhibitors | O00255 | 0.23% of 270,000 active; active = well fitted inhibition curve with a large enough effect in the polarisation, with a control signal flat, not every such curve was filed as active; inconclusive = small, poorly fitted or top-dose-only effect, or effect the other way, or a change in a side signal; inactive = no such curve, though single readings can be large or run the other way; the % refers to the polarisation; note: potency is the fitted concentration of half-maximal effect; % of control where 0% means no effect; many of its hits are not listed in these tables
# Starred values were filed as active, the others as inactive; ? = inconclusive; nt = not tested or not shown; [ ] = another dose, or the depositor's remark. Unless noted, calls come from the whole dose curve; as a rule, active = well fitted curve in the direction sought with a large enough effect; inconclusive = small, poorly fitted or top-dose-only effect, or another doubt; inactive = no such curve, though single readings can be large; an effect the other way counts as inactive or inconclusive. A portion of the library, so the mix of outcomes need not match the whole.
SMILES,Giardia killer,FLuc modulator,PKM2 activator,ELG1 genotoxic,BRCA1 expr act,Gal4-VP16 FLuc,NPC1 promoter act,RORgamma inh,Rab9 prom act,p53 reactivator,Menin-MLL TR inh
Cc1cc(/C=N/Nc2ncnc(N)c2[N+](=O)[O-])c(C)n1-c1ccccc1,-8,0.076µM*,-28%,?,-81%[inhibitor],6.3µM*,?,6.3µM*,-18%,-6%,nt
O=C(O)c1ccc(COc2ccc3c(c2)CCC3)cc1,16,5.4µM*,-2%,9%,-40%[inhibitor],?,?,?,?,-10%,nt
C=CCNC(=O)COC(=O)c1nc2nccc(C)n2n1,6,0%,-3%,3%,-2%,-6%,-1%,2%,-2%,0%,3%
S=C(NC1CCCC1)N1CCN(C/C=C/c2ccccc2)CC1,17,-1%,?,-3%,-20%,?,-19%,?,-19%,-1%,1%
Cc1cc(C(=O)NNC(=S)NCC(C)C)cs1,-4,-1%,0%,0%,-37%,-26%,13%,?,30%,19%,-1%
Cc1cccc(C(=O)OC(C)CN2CCOCC2)c1 (stereo not drawn),2,-2%,-2%,6%,18%,26%,-1%,-17%,13%,1%,-3%
O=S(=O)(c1ccc2c(c1)OCCO2)N1CCN(Cc2ccccc2)CC1,-9,2%,7%,-3%,-34%,-3%,-1%,27%,-2%,-3%,-12%
CCOC(=O)c1c(-c2cccc([N+](=O)[O-])c2)csc1NC(=O)CCCOc1ccccc1,-2,1%,-16%,-3%,-5%,8.9µM*,2%,?,-5%,0%,-6%
NC(=O)c1cc(C(=O)c2ccc(Cl)cc2)c[nH]1,4,-18%,-4%,-13%,6%,21%,8%,7%,3%,-1%,0%
CCCCC(=O)Nc1ccc2oc(-c3cccnc3)nc2c1,-10,-30%,-4%,nt,72%,5%,26%,21%,?,?,-9%

# The list goes on, starting with the last 2 of the part before.
SMILES,Giardia killer,FLuc modulator,PKM2 activator,ELG1 genotoxic,BRCA1 expr act,Gal4-VP16 FLuc,NPC1 promoter act,RORgamma inh,Rab9 prom act,p53 reactivator,Menin-MLL TR inh
NC(=O)c1cc(C(=O)c2ccc(Cl)cc2)c[nH]1,4,-18%,-4%,-13%,6%,21%,8%,7%,3%,-1%,0%
CCCCC(=O)Nc1ccc2oc(-c3cccnc3)nc2c1,-10,-30%,-4%,nt,72%,5%,26%,21%,?,?,-9%
Cc1ccc(-c2c[n+](Cc3ccc(Cl)c(Cl)c3)c3n2CCC3)cc1,-8,0%,-9%,-12%,-47%,?,-9%,?,-7%,-3%,-1%
Cc1ccc(NC(=O)Cn2nc(C)c3ccccc3c2=O)cc1,5,2%,0%,0%,4%,5%,7%,2%,-5%,-4%,0%
Cc1ccc2c(c1)cc1c(=O)n(CC(=O)NCCN3CCCC3)nc(C)n12,-22,-4%,nt,4%,28%,8%,2%,-7%,5%,-2%,nt
CC(=O)Nc1ccc2c(c1)n(C)c(=O)n2C,-14,4%,1%,?,-33%,0%,2%,-1%,2%,9%,-1%
CC(CC(=O)Nc1ccc(S(=O)(=O)N2CCOCC2)cc1)c1ccccc1 (stereo not drawn),-22,3%,2%,-1%,-23%,-6%,-4%,23%,0%,-4%,nt
Cn1nnnc1SCC(=O)NC1CCCC1,-11,-1%,nt,1%,4%,-3%,0%,2%,-1%,2%,nt
CC(C)(C)c1cc(CCC(=O)N2CCC2)cc(C(C)(C)C)c1O,1,-11%,5%,14%,0%,-97%,14%,13µM*,14%,-3%,nt
O=C(NCCN1CCOCC1)c1cccc(Cl)c1,12,-3%,-17%,3%,9%,-7%,1%,30%,6%,6%,-9%
CCOC(=O)C(C)Sc1nnc(NC(=O)c2ccc(C)c([N+](=O)[O-])c2)s1 (stereo not drawn),-11,?,0%,0%,-2%,0%,1%,-28%,-1%,-9%,13%
COc1cc(OC)cc(C(=O)NNC(=S)NC(=O)c2cccnc2)c1,-20,0%,-24%,-5%,3%,-22%,-4%,11µM*,1%,0%,-7%
Cc1cc(CN2CCCC(CO)(Cc3cccc(Cl)c3)C2)n[nH]1 (stereo not drawn),0,-2%,7%,0%,-15%,-7%,-3%,28%,-11%,-4%,-18%
COc1cccc(CN(C(=O)c2ccc([N+](=O)[O-])cc2)C2CCS(=O)(=O)C2)c1 (stereo not drawn),-22,4%,nt,1%,4%,3%,2%,0%,0%,13%,nt
Cc1cc(=O)oc(C)c1C(=O)Nc1ccc2ncccc2c1,5,-1%,3%,-3%,4%,12%,9%,14%,2%,3%,-4%
CC(C)OC(=O)c1ccc(NC(=O)CSc2nc3ncccc3[nH]2)cc1,-8,17µM*,3%,1%,61%,?,1%,24%,13%,6%,39%[activator]
Cc1ccccc1NC(=O)c1cccc2c1C(=O)N(C1CCCCC1)C2,7,-1%,6%,2%,1%,-3%,1%,0%,-1%,-1%,-16%
COc1ccccc1NC(=O)c1ccc(SCC(=O)NCc2ccccc2Cl)c([N+](=O)[O-])c1,22,-7%,-16%,2%,-9%,4%,3%,-22%,4%,5%,?
CC1CCN(C(=O)COC(=O)c2c[nH]c3ccccc23)CC1,-16,?,nt,18%,7.1µM*,nt,?,nt,?,13%,nt
COc1ccc(C)cc1-n1cnnn1,-4,0%,-20%,1%,0%,-6%,-1%,-7%,-4%,-1%,nt
Cn1c(CCNC(=O)c2ccco2)nc2cc(NS(=O)(=O)c3ccc(Cl)cc3)ccc21,10,0%,16µM*,-16%,-38%,-8%,-2%,?,-1%,1%,16%
COc1ccc(OC)c(-c2cc(C(=O)Nc3c(C)nn(Cc4ccc(Cl)cc4)c3C)no2)c1,-11,5%,15%,-16%,-92%[inhibitor],-27%,-8%,?,-8%,1%,-6%
Cc1ccc(S(=O)(=O)N2CCCC(C(=O)NC3CCCC3)C2)cc1Cl (stereo not drawn),-14,0%,nt,-13%,-29%,-5%,-3%,-10%,-9%,-3%,-10%
CN(C)c1nc(N)nc(Nc2ccccc2C#N)n1,9,4%,-7%,0%,15%,14%,-2%,11%,-3%,4%,-19%
CN1CCC(=O)N([C@H](CSc2ccccc2)Cc2ccccc2)CC1,0,0%,3%,-1%,-5%,-4%,-4%,-7%,0%,5%,?
Cc1c(N=C2SCC(=O)N2/N=C/c2ccccc2Cl)c(=O)n(-c2ccccc2)n1C,29,-17%,9%,-2%,7%,4%,-1%,?,-4%,-5%,-1%
COc1ccc(Cl)cc1NC(=S)N(Cc1cccnc1)Cc1ccco1,?,1%,7%,-4%,-15%,2%,-3%,-19%,2%,-3%,8%
C/C(=N\OCc1ccccc1C#N)c1cc2ccccc2o1,3,?,-6%,13%,-16%,7%,14%,33%,?,18%,4%

# Of the compounds above, six contain an aryl methoxy group:
SMILES,Giardia killer,FLuc modulator,PKM2 activator,ELG1 genotoxic,BRCA1 expr act,Gal4-VP16 FLuc,NPC1 promoter act,RORgamma inh,Rab9 prom act,p53 reactivator,Menin-MLL TR inh
COc1cc(OC)cc(C(=O)NNC(=S)NC(=O)c2cccnc2)c1,-20,0%,-24%,-5%,3%,-22%,-4%,11µM*,1%,0%,-7%
COc1cccc(CN(C(=O)c2ccc([N+](=O)[O-])cc2)C2CCS(=O)(=O)C2)c1 (stereo not drawn),-22,4%,nt,1%,4%,3%,2%,0%,0%,13%,nt
COc1ccccc1NC(=O)c1ccc(SCC(=O)NCc2ccccc2Cl)c([N+](=O)[O-])c1,22,-7%,-16%,2%,-9%,4%,3%,-22%,4%,5%,?
COc1ccc(C)cc1-n1cnnn1,-4,0%,-20%,1%,0%,-6%,-1%,-7%,-4%,-1%,nt
COc1ccc(OC)c(-c2cc(C(=O)Nc3c(C)nn(Cc4ccc(Cl)cc4)c3C)no2)c1,-11,5%,15%,-16%,-92%[inhibitor],-27%,-8%,?,-8%,1%,-6%
COc1ccc(Cl)cc1NC(=S)N(Cc1cccnc1)Cc1ccco1,?,1%,7%,-4%,-15%,2%,-3%,-19%,2%,-3%,8%
